D3 ag = qHTS of D3 Dopamine Receptor Agonist: qHTS | D(3) dopamine receptor (Homo sapiens), P35462 | D3R DiscoveRx beta-arrestin cells, luminescence, 90 min | max activation, % | 410,000 tested, 0.58% active | AID 652048, 2013; in the data active means max activation above about 30%; further: 0% is about no effect; mostly tested at two doses, the higher about 12 µM
Target sequence (P35462 whole entry, looked up): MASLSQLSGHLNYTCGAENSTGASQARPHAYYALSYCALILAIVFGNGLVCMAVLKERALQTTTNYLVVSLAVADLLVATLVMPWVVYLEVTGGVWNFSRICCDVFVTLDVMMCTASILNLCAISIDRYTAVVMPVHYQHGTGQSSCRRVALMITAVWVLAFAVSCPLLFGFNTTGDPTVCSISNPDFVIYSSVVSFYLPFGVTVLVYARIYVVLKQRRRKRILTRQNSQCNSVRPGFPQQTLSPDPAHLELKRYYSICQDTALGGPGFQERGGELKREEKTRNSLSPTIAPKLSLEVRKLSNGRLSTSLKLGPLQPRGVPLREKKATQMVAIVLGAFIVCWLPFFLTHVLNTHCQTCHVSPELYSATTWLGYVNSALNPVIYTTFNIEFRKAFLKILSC
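Cells at 1500/well, incubated overnight, then treated with pinned compounds (dopamine as control) for 90 min at 37 degrees C. DiscoveRx reagent added for 30 - 60 minutes at room temperature; luminescence read.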
PTHR1 ag = qHTS for PTHR1 Agonists: Primary Screen | Parathyroid hormone/parathyroid hormone-related peptide receptor (Homo sapiens), Q03431 | Potency, µM (doses to about 115 µM), for the others: at the highest dose activation, most hits filed as activators | HEK293 GP2 PTHR1 cells, GloSensor cAMP luminescence, 1 h | 410,000 tested, 0.075% active; further: potency means the concentration at half of the fitted maximal effect; nearly all actives have a fitted effect of over 55% in size; some results filed as inactive show a strong effect at the top dose; inactives centre near -15; many of its hits are not listed in these tables
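HEK-293-derived GP2 cells expressing PTHR1 and a GloSensor cAMP reporter, 3,000/well, plated overnight, given luciferin plus IBMX (each 0.5 mM as added) for 1 h at 37 °C, then compound for 1 h at 37 °C. Luminescence was read after 15 min at room temperature.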
D3 antag = qHTS of D3 Dopamine Receptor Antagonist: qHTS | max response, negative = inhibition, % | D3R cells, DiscoveRx beta-arrestin luminescence, antagonist mode; active compounds read low | 360,000 tested, 2.5% active | AID 652054, 2013 | D(3) dopamine receptor (Homo sapiens), P35462; in the data active means max response below about -50%; inconclusive means no clear call, values can overlap the other calls; further: on the % scale 0 is the no-effect control and ±100 the full control effect; mostly tested at two doses, the higher about 12 µM
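Cells plated overnight at 1500 cells/well, then exposed to library compounds with dopamine controls for 90 minutes at 37 degrees C. DiscoveRx reagent added for 30–60 minutes at room temperature; luminescence read, quantitative HTS format.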
aSyn rescue = qHTS of alpha-syn Inhibitors | AID 652106, 2013 | 370,000 tested, 0.14% active | Potency, µM (titrated, usually from 46.1 µM), for the others: at the top dose growth rescue (activation), actives largely listed as activators | Yeast expressing alpha-synuclein, growth rescue, BacTiter-Glo, 24 h; further: potency means the concentration at half of the fitted maximal effect; % of control where 0% means no effect; nearly all actives have a fitted effect of over 65% in size
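Rescue of yeast growth: cells expressing toxic alpha-synuclein, induced in galactose at OD600 0.02, incubated with compound 24 h at 30 C. ATP luminescence quantified growth; inhibitors of toxicity appear as activators.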
KB-V1 MDR tox = qHTS assay for MDR1-selective chemotherapeutics: Primary screen using the drug-selected MDR subline cells KB-V1 | KB-V1 MDR cells viability, CellTiter-Glo, 72 h | Potency, µM (highest dose often 46.1 µM), without a hit: at the highest dose activity change, negative = cytotoxicity, most hits filed as cytotoxic | 400,000 tested, 3.4% active; further: potency means the concentration at half of the fitted maximal effect; on the % scale 0 is the no-effect control and ±100 the full control effect; nearly all actives have a fitted effect of over 60% in size
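qHTS viability screen in drug-selected KB-V1 MDR cells: 72 h compound treatment at 37 degrees C, ATP luminescence end point.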
TDP-43 yeast inh = qHTS of TDP-43 Inhibitors; TDP-43 expressing yeast growth rescue, BacTiter-Glo, 24 h; Potency, µM (titrated, usually from 46.1 µM), without a hit: top-dose growth rescue (activation), usual class: activators; 410,000 tested, 1.8% active; AID 652104, 2013; further: potency means the concentration at half of the fitted maximal effect; % of control where 0% means no effect; nearly all actives have a fitted effect of over 50% in size
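Galactose-induced TDP-43 yeast, OD600=0.02, compound pinned; 24 hr, 30 deg C; BacTiter-Glo luminescence for growth. Inhibitors of TDP-43 toxicity read as activators.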
GLP1R cytotox = qHTS of GLP-1 Receptor Inverse Agonists: Cytotox Screen; 410,000 tested, 0.13% active; Potency, µM (titrated, usually from 38.3 µM), inactives show at the top dose activity change, negative = inhibition, hits mostly inhibitors; AID 624418, 2012; HEK293 cAMP-luciferase reporter cells, luminescence, 24 h;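 further: loss of luciferase light is scored as toxicity; potency means the concentration at half of the fitted maximal effect; on the % scale 0 is the no-effect control and ±100 the full control effect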
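Compound-treated cells are incubated 24 hr at 37 deg C under 5% CO2 after a 12 hour attachment period, then luciferase detection reagent is added and luminescence is measured following 12 min at room temperature; lowered signal indicates toxicity.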
GLP1R ag = qHTS of GLP-1 Receptor Agonists; Glucagon-like peptide 1 receptor (Homo sapiens), P43220; HEK293 GLP-1R CRE-luciferase, luminescence, 4-6 h; cells express a hypersensitive GLP-1R form; Potency, µM (titrated, usually from 45.6 µM), inactives show top-dose activation, most hits filed as activators; 380,000 tested, 0.007% active; AID 624172, 2012; further: potency means the concentration at half of the fitted maximal effect; % of control where 0% means no effect
Target sequence (P43220 whole entry, looked up): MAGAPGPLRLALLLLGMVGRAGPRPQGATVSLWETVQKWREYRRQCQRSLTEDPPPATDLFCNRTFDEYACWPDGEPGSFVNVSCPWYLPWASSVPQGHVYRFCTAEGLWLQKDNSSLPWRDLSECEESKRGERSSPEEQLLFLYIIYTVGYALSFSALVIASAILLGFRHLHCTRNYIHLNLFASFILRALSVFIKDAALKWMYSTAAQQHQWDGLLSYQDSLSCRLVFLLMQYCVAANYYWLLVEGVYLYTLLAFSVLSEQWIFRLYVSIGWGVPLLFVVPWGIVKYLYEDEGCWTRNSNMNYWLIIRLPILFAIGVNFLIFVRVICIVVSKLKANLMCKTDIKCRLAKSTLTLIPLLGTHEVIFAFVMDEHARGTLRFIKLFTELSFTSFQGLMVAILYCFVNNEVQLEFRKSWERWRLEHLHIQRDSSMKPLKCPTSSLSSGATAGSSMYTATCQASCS
GLP1R inv ag = qHTS of GLP-1 Receptor Inverse Agonists (Inhibition Mode) | Potency, µM (titrated, usually from 38.3 µM), for inactives: at the top dose activity change, negative = inhibition, most hits filed as inhibitors | 410,000 tested, 1.6% active | Glucagon-like peptide 1 receptor (Homo sapiens), P43220 | HEK293 GLP-1R CRE-luciferase, luminescence, 24 h; GLP-1R form is constitutively active | AID 624417, 2012; further: potency means the concentration at half of the fitted maximal effect; on the % scale 0 is the no-effect control and ±100 the full control effect; nearly all actives have a fitted effect of over 55% in size
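HEK293 cells stably co-expressing a cAMP-responsive luciferase reporter and constitutively active GLP-1R were seeded, incubated 12 h, then exposed to compounds for 24 h at 37 C. Luminescence was read 12 min after detection reagent; inverse agonists lower signal.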
An asterisk follows results filed as active; i = inactive; ? = inconclusive; . = no result given; [ ] = remark or other dose. Unless noted, the call rests on the fitted dose curve; in most records, active means well fitted curve in the direction sought with a large enough effect; inconclusive means small, poorly fitted or top-dose-only effect, or another doubt; inactive means no such curve, though single readings can be large; an effect the other way counts as inactive or inconclusive. Not all compounds are listed (hit frequency here may not be typical).

mol | D3 ag | PTHR1 ag | D3 antag | aSyn rescue | KB-V1 MDR tox | TDP-43 yeast inh | GLP1R cytotox | GLP1R ag | GLP1R inv ag
CC(C)(C)OC(=O)N1CCC(C(=O)N2CCC[C@H]2C(=O)O)CC1 | -1 | -2%[57.5 µM] | 12 | -10% | 6% | 16% | 0% | -10% | 7%
CN1c2ccccc2C(=O)NC1c1ccc(Cl)cc1 (stereo not drawn) | 2 | -67%[inhibitor] | 11 | 10% | -1% | 6% | 0% | -1% | -18%
Cc1nnc(SCC(=O)Nc2cc(S(=O)(=O)N3CCCC3)ccc2Cl)s1 | 12 | -1% | 8 | -4% | -1% | 4% | -33% | 5% | 10%
CC(Oc1ccc(F)cc1)C(=O)Nc1cc(C(F)(F)F)ccc1-n1cncn1 (stereo not drawn) | -18 | -21% | 11 | 19% | 0% | -4% | 17% | 10% | ?
COc1ccc(NC(=O)CCC(=O)N/N=C/c2cccnc2)cc1 | -4 | i | -1 | -3% | 1% | 12% | -25% | -1% | 5%
O=C(C1CCCN(c2ncccn2)C1)N1CCc2ccccc21 (stereo not drawn) | 20 | i | 14 | -8% | -15% | -4% | -14% | 3% | 0%
Cc1ccc(NC(=O)COC(=O)c2cc(C)nc3ccccc23)c([N+](=O)[O-])c1 | -4 | i | -4 | -15% | -12% | 21% | -7% | 4% | 11%
CCOC(=O)CC(=O)CSc1nc2ccsc2c(=O)n1Cc1ccccc1 | -5 | -34%[inhibitor] | . | . | . | 15% | 15% | . | 15%
N#Cc1c(NC(=O)CSc2ncnc3c2cnn3-c2ccccc2Cl)sc2c1CCCC2 | 3 | -2%[57.5 µM] | -13 | 0% | -4% | -2% | 16% | 2% | -28%
O=c1c2[nH]c3ccc(F)cc3c2ncn1CCN1CCN(Cc2ccccc2)CC1 | -9 | i | -14 | 5% | 1% | 12% | 2% | -6% | 14%
COc1cc(OC)nc(Nc2nc(C(N)c3ccccc3)cs2)n1 (stereo not drawn) | 3 | -24% | 11 | ? | 4% | 10% | 0% | -15% | ?
Cc1ccc(NC(=O)CN2C(=O)NC(C)(CC(C)C)C2=O)c(Br)c1 (stereo not drawn) | -5 | i | -3 | 5% | -5% | -15% | -8% | 12% | ?
CC(=O)c1ccc(NC(=O)CSc2nnc3ccc(-c4ccc(Br)cc4)nn23)cc1 | 6 | i | . | . | . | 35% | -1% | . | 9%
Cc1ccc(S(=O)(=O)c2cccc(S(=O)(=O)N3CCCC3)c2)cc1S(=O)(=O)N1CCCC1 | 10 | -12%[57.5 µM] | 14 | -2% | 2.6µM* | 21% | 2% | 6% | 0%
Cc1cc(C)cc(N2CCn3c2nc2c3c(=O)n(Cc3c(F)cccc3Cl)c(=O)n2C)c1 | -5 | -5% | . | . | . | 3% | 22% | . | 6%
COc1cc(Nc2nc(SCC(=O)c3ccc(Cl)c(Cl)c3)nc3ccccc23)cc(OC)c1 | 15 | i | . | . | . | 13µM* | -4% | . | 2%
COc1ccc(S(=O)(=O)n2ccc(-c3ccc4c(c3)CCC(C)(C)O4)n2)cc1 | 8 | -28% | 11 | 9% | 12µM* | 0% | -2% | 6% | ?
COc1ccccc1CNC(=O)CCC1N=C2c3ccccc3N=C(SCc3ccc(C)cc3)N2C1=O (stereo not drawn) | 1 | i | . | . | . | 0% | -19% | . | ?
COc1cc(OC)cc(C(=O)NC2CC3CCC(C2)N3C)c1 (stereo not drawn) | -8 | -95%[inhibitor] | -9 | -3% | ? | 0% | 0% | -1% | -2%
C=CCC1(CC=C)CCCN1C(=O)C1CCC(=O)N(CCc2ccccc2)C1 (stereo not drawn) | 5 | -35%[inhibitor] | 12 | 15% | ? | 12% | ? | 1% | ?
O=C(CSc1nnc(NC2CCCCC2)s1)Nc1ccc(N2CCOCC2)cc1 | 1 | i | 9 | -7% | 5.8µM* | -19% | -15% | 7% | 0%
O=C(Nc1ccccc1C(F)(F)F)N1CCCC1c1cccnc1 (stereo not drawn) | 2 | i | -9 | -2% | -17% | 11% | 3% | 8% | 3%
COc1ccc(CNC(=O)c2c(-c3cc(Cl)c(OC)c(Cl)c3)noc2C)cc1 | 3 | i | 9 | 0% | -23% | 14% | -18% | -4% | ?
O=c1[nH]c(CN2CCN(S(=O)(=O)c3ccccc3C(F)(F)F)CC2)nc2sc3c(c12)CCCC3 | 7 | -17% | 21 | 4% | -10% | 22% | 20% | 4% | ?

In a second layout: 8 of the compounds above
Second line of a record – D3 ag, PTHR1 ag, D3 antag, aSyn rescue, KB-V1 MDR tox, TDP-43 yeast inh, GLP1R cytotox, GLP1R ag, GLP1R inv ag
COc1ccc(S(=O)(=O)n2ccc(-c3ccc4c(c3)CCC(C)(C)O4)n2)cc1
    8, -28%, 11, 9%, 12µM*, 0%, -2%, 6%, ?
COc1ccccc1CNC(=O)CCC1N=C2c3ccccc3N=C(SCc3ccc(C)cc3)N2C1=O (stereo not drawn)
    1, i, ., ., ., 0%, -19%, ., ?
COc1cc(OC)cc(C(=O)NC2CC3CCC(C2)N3C)c1 (stereo not drawn)
    -8, -95%[inhibitor], -9, -3%, ?, 0%, 0%, -1%, -2%
C=CCC1(CC=C)CCCN1C(=O)C1CCC(=O)N(CCc2ccccc2)C1 (stereo not drawn)
    5, -35%[inhibitor], 12, 15%, ?, 12%, ?, 1%, ?
O=C(CSc1nnc(NC2CCCCC2)s1)Nc1ccc(N2CCOCC2)cc1
    1, i, 9, -7%, 5.8µM*, -19%, -15%, 7%, 0%
O=C(Nc1ccccc1C(F)(F)F)N1CCCC1c1cccnc1 (stereo not drawn)
    2, i, -9, -2%, -17%, 11%, 3%, 8%, 3%
COc1ccc(CNC(=O)c2c(-c3cc(Cl)c(OC)c(Cl)c3)noc2C)cc1
    3, i, 9, 0%, -23%, 14%, -18%, -4%, ?
O=c1[nH]c(CN2CCN(S(=O)(=O)c3ccccc3C(F)(F)F)CC2)nc2sc3c(c12)CCCC3
    7, -17%, 21, 4%, -10%, 22%, 20%, 4%, ?

(more compounds)
mol | D3 ag | PTHR1 ag | D3 antag | aSyn rescue | KB-V1 MDR tox | TDP-43 yeast inh | GLP1R cytotox | GLP1R ag | GLP1R inv ag
Cc1ccc(CCNC(=O)C2CC(c3ccccc3C(F)(F)F)=NO2)cc1 (stereo not drawn) | 4 | i | 0 | 10% | -1% | ? | 9% | 2% | ?
Cc1c(O)nc(SC2CC(=O)N(c3ccccc3)C2=O)[nH]c1=O (stereo not drawn) | -5 | -2% | -17 | 3% | 6% | 1% | -14% | -7% | 16%
O=S(=O)(NCc1ccc(Cl)cc1)c1cccc2cccnc12 | -3 | i | -18 | 15% | ? | ? | 3% | 0% | -8%
CCN1CCCC1CNC(=O)c1cc2ccc(OC)cc2[nH]1 (stereo not drawn) | -8 | i | -15 | 6% | -3% | -5% | 5% | 0% | -35%
CCOC(=O)C1CCN(c2c(Nc3ccc(C)c(C)c3)c(=O)c2=O)CC1 | -4 | -15% | 7 | -2% | -14% | 6% | -5% | 1% | 11%
NS(=O)(=O)c1ccc(NC(=S)NCc2cccc(Cl)c2)cc1 | 1 | -22% | -25 | -1% | ? | 14% | -18% | 7% | ?
COc1ccc(OCCC(=O)OCC(=O)Nc2cccc(S(=O)(=O)N3CCOCC3)c2)cc1 | -9 | i | -9 | 1% | -3% | -17% | 18% | 2% | -8%
COc1ccc(N2CCN(C3CCCCC3NS(=O)(=O)c3ccc(Cl)cc3)CC2)cc1 (stereo not drawn) | -4 | -32% | 2 | -4% | -9% | 3% | 0% | 11% | ?
COc1cc(/C=C/C(=O)O)cc(S(=O)(=O)Nc2ccccc2C(=O)NCc2ccco2)c1OC | 10 | ? | -15 | 1% | ? | -22% | 8% | 0% | 10%
O=C(NCC(c1cccnc1)N1CCN(c2ccc(F)cc2)CC1)c1cccc(Cl)c1 (stereo not drawn) | 4 | -38%[inhibitor][57.5 µM] | 21 | 20% | 1% | 10% | -12% | -10% | ?
COc1cc(/C=N/NC(=O)c2cccnc2)ccc1OC(=O)c1ccc2c(c1)OCO2 | 8 | i | 16 | 2% | -5% | 21% | -4% | -3% | 9%
Cc1ccc(C(=O)CN2C(=O)NC3(CCOc4ccccc43)C2=O)s1 (stereo not drawn) | -4 | i | -20 | 0% | 1% | -13% | -8% | -5% | -5%
CC1(c2ccccc2Cl)NC(=O)N(CC(=O)Nc2ccccc2OC(F)F)C1=O (stereo not drawn) | 20 | i | 6 | 4% | 0% | -22% | -13% | 7% | -1%
O=C1C(C=Nc2ccccc2)=C(O)c2ccccc21 | -3 | -13%[57.5 µM] | -24 | -9% | 0% | -15% | 7% | -15% | 9%
COC(=O)CCCC(=O)OC | -16 | -52%[inhibitor] | 0 | 1% | -14% | -24% | 10% | -4% | 10%
Cc1cc(C)n(-c2nc3ccccc3nc2NCCc2ccccc2)n1 | 4 | i | 3 | 8% | 5% | 22% | 12% | -5% | -9%

Screening results as filed in PubChem BioAssay.
